CXCR6 inh: CXCR6 (human) receptor inhibition. O00574. CHO-K1 PathHunter CXCR6 beta-arrestin, luminescence. inhibition, % at 20 µM. hit rate 0.36% among 360,000; in the data active = inhibition above about 34%, passing the limit was not always enough;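 note: antagonist mode with CXCL16 agonist at 10 nM final; 0% = 10 nM CXCL16 with DMSO and 100% = unstimulated wells without agonist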
Target sequence (O00574 whole entry, looked up): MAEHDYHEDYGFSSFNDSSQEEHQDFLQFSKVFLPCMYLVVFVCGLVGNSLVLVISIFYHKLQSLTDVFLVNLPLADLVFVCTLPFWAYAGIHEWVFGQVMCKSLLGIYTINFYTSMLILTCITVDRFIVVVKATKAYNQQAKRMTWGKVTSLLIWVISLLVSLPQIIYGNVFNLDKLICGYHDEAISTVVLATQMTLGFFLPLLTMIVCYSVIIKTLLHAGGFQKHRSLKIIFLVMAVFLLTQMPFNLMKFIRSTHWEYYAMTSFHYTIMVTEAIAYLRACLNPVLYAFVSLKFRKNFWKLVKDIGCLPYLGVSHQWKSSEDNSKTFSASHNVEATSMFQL
TIM10 inh: inhibits growth of TIM10 yeast strain; hit rate 1.4% among 330,000; S. cerevisiae TIM10 strain growth, BacTiter-Glo luminescence, 24 h; inhibition, % at 10 µM;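 active = inhibition of 40% or more at the single tested concentration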;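 note: wild-type TIM10 isogenic control strain grown at permissive 25 °C; 0% = DMSO yeast wells and 100% = minimal medium wells without yeast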
APJ agonist: agonists of human APJ apelin receptor; AID 2520; hit rate 0.11% among 330,000; P35414; CHO-K1 APJ PathHunter beta-arrestin, luminescence; 0% DMSO wells, 100% apelin; activation, % at 20 µM;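 active = activation more than six SD over the plate average, tested at 20 µM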;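 note: 0% = DMSO alone and 100% = apelin-13 at 10 nM; some results filed as inactive read as strong as hits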
Target sequence (P35414 whole entry, looked up): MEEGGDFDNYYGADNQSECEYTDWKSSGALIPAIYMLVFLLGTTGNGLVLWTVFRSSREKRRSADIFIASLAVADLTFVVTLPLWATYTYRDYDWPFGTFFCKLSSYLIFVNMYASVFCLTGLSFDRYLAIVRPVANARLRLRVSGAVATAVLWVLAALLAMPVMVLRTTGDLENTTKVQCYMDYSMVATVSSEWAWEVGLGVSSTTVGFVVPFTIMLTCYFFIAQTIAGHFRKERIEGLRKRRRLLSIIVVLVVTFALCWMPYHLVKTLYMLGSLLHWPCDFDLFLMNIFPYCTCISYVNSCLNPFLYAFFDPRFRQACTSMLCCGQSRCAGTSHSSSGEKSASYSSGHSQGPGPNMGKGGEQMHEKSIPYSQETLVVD
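Test system: CHO-K1 APJ beta-arrestin complementation cell line | Compound: Single test compound dose, 20 µM final, 1% DMSO | Incubation: Compound 90 min 25 °C, reagent 1 h | Measured by: beta-gal luminescence | Read-out basis: APJ–arrestin association signal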
Mdm2 MdmX PPI: inhibitors of human Mdm2/MdmX interaction. AID 485346. O15151+Q00987. hit rate 3% among 330,000. SaOS-2 split-luciferase Mdm2/MdmX complementation, luminescence. inhibition, % at 8 µM;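 active = inhibition of at least 50% at 8 µM in the primary screen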
APJ antag: antagonists of human APJ apelin receptor; CHO-K1 APJ beta-arrestin complementation, luminescence; inhibition, % at 20 µM; hit rate 0.32% among 330,000; AID 2521;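 active = inhibition above about 40% at 20 µM, limit read from the data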;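 note: cells challenged with 10 nM apelin-13 agonist together with compound; plate controls were apelin-13 plus DMSO wells for no effect and DMSO wells lacking apelin-13 for full effect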
tim23-1 inh: inhibits growth of tim23-1 mutant yeast | inhibition, % at 20 µM | hit rate 1.3% among 330,000 | S. cerevisiae tim23-1 growth, BacTiter-Glo luminescence, 24 h;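 active = growth inhibition of the mutant yeast at or above 50%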;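 note: temperature-sensitive mutant grown at 25 °C; plate controls were DMSO-treated mutant yeast for no effect and medium wells lacking yeast for full effect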
UPR CHOP act: activators of apoptotic arm of unfolded protein response (CHOP). CHO-CHOP luciferase reporter, UPR activation, luminescence; percent of tunicamycin response over DMSO baseline. activation, % at 10 µM. hit rate 0.34% among 330,000. AID 449763;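 active = at 10 µM dose, activation of 40% or more, normalized to positive control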;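 note: 100% = tunicamycin at 10 µg/mL and 0% = DMSO alone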
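Material: CHO-CHOP cells, stable luciferase reporter of PERK-eIF2a-CHOP signalling; quantity: 500 reporter cells seeded per well; buffer or medium: F12 medium containing 10% fetal bovine serum; compound: one dose, 10 µM in 0.5% DMSO; incubation: 6 h compound treatment, 37 °C; measured by: Steady-Glo luciferase luminescence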
tim10-1 inh: inhibits growth of tim10-1 mutant yeast. S. cerevisiae tim10-1 ts strain growth, BacTiter-Glo, 24 h. AID 463190. inhibition, % at 20 µM. hit rate 2.2% among 330,000;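 active = inhibition of at least 40%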;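 note: mutant grown at 25 °C; 0% = DMSO wells with yeast and 100% = wells holding no yeast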
XBP1 UPR activ: activators of adaptive arm of unfolded protein response (XBP1); CHO-XBP1 luciferase reporter, IRE1-XBP1 UPR activation, luminescence; percent of tunicamycin response, DMSO as zero; activation, % at 20 µM; hit rate 0.33% among 330,000;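 active = versus positive control, 20 µM dose yields 30% or more activation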;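 note: 100% = tunicamycin at 10 µg/mL and 0% = DMSO only wells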
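Signal: luciferase luminescence; Assay system: CHO-XBP1 luciferase reporter cells; Amount: one thousand reporter cells per well; Dosing: 20 µM single concentration, DMSO 1%; Benchmarks: high control tunicamycin 10 µg/mL final, low control DMSO vehicle only; Schedule: 6 h compound exposure at 37 °C, 5% CO2; Evaluation: percent activation relative to tunicamycin reference.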
* hit, by the source's call; / = no result given.

smiles	CXCR6 inh	TIM10 inh	APJ agonist	Mdm2 MdmX PPI	APJ antag	tim23-1 inh	UPR CHOP act	tim10-1 inh	XBP1 UPR activ
COC(=O)C1=C(C)N(c2ccc(OC)c(OC)c2)C(=O)/C1=C\c1ccco1	10	13	-3	-40	7	14	0.4	30	3
Cc1cccc(NS(=O)(=O)c2ccc3c(c2)CCN3C(=O)CCC(=O)O)c1	-6	22	-1	-24	18	2	1.9	2	-7
Cc1cc(C)n(-c2cc(-n3nc(C)cc3C)ncn2)n1	-5	14	-7	13	-1	3	0.9	19	-1
COc1cc2cc(CN(Cc3ccc4c(c3)OCO4)C(=O)c3ccco3)c(=O)[nH]c2cc1OC	0	4	1	6	-5	15	-1.2	2	-2
CCCn1nnnc1SCC(=O)c1ccc2c(c1)OCCO2	-7	26	3	-16	2	31	2.3	33	-3
CCc1ccc(Nc2nnc(SC(C)C(=O)NC3CC3)s2)cc1 (stereo not given)	-8	-5	-3	5	2	6	0.6	6	0
CCCCNc1ccc(C(CC(N)=O)NC(=O)Cc2ccc(Br)cc2)cc1[N+](=O)[O-] (stereo not given)	8	2	2	87*	31	10	0.6	3	3
Nn1c(SCc2ccccc2)nc2c(cnn2-c2ccccc2)c1=O	1	-17	-3	-32	11	2	3.3	-6	4
CC(C)[C@H](NC(=O)Nc1cccc(C(F)(F)F)c1)C(=O)O	8	-1	-2	25	-6	-3	-0.9	-3	-1
O=C(CNc1cc(S(=O)(=O)N2CCOCC2)ccc1N1CCOCC1)Nc1cccc(C(F)(F)F)c1	2	-13	-4	10	11	7	1.1	1	-4
CCOC(=O)C1=NN(c2cccc(C)c2)C2(S1)SC(C(C)=O)=C(C)N2c1ccccc1 (stereo not given)	16	16	-2	14	13	30	-0.2	31	1
CC(=O)Nc1ccccc1C(=O)C(=O)Nc1cccc(C(=O)NCC2CCCO2)c1 (stereo not given)	1	-16	0	8	4	-2	0.6	16	-2
O=C(O)c1nccnc1C(=O)N1CCN(c2ccccc2)CC1	-10	1	0	-10	2	1	0.1	13	1
CC(Oc1cccnc1[N+](=O)[O-])C(=O)N1CCc2ccccc21 (stereo not given)	2	-5	-2	18	4	-5	-1.1	-2	1
COc1cc2c(cc1OC)C(COc1cccc(C(F)(F)F)c1)NCC2 (stereo not given)	-9	40	2	20	-30	40	-1.9	47*	4
Cc1nn(CC(=O)NC(C)C(C)C)c(C)c1S(=O)(=O)N1CCCCC1 (stereo not given)	6	4	2	-7	0	2	0.5	14	1
Cc1cc(SCC(=O)Nc2ccc(O)cc2)n2ncc(-c3ccccc3)c2n1	1	-1	-3	11	11	10	1.1	6	4
Cc1ccc(C(=O)NC2CCS(=O)(=O)C2)cc1S(=O)(=O)N1CCOCC1 (stereo not given)	-2	-1	2	-22	-9	9	-1.6	-12	-4
CCOC(=O)/C(C(=O)Nc1ccccc1Br)=C1/NC(C)(C)Cc2ccccc21	4	19	-2	-8	-5	16	-0.7	20	-1
O=C(c1ccc2nc(N3CCOCC3)sc2c1)N1CCC(Cc2ccccc2)CC1	4	39	1	23	-23	49	-1.0	54*	-1

Later entries.
smiles	CXCR6 inh	TIM10 inh	APJ agonist	Mdm2 MdmX PPI	APJ antag	tim23-1 inh	UPR CHOP act	tim10-1 inh	XBP1 UPR activ
COC(=O)c1ccccc1NC(=O)C1CCN(c2ncnc3c2nc2n3CCCCC2)CC1	-5	3	-2	24	4	20	-1.8	15	-3
COc1ccc(-c2noc(CCC(=O)N(C)c3cccc(C)c3)n2)cc1	5	18	-3	23	2	36	2.2	30	-3
Cc1ccccc1NC(=O)Cc1nnc(SCC(=O)NC2=NCCS2)n1C	-6	-8	0	-20	12	5	-0.2	11	-2
CCOc1cc(/C=C2\SC(=N)N(c3nonc3N)C2=O)ccc1OCC(N)=O	6	7	-2	-11	1	-3	21	13	-5
CCOC(=O)Cn1ncc2c(=O)oc3ccccc3c21	5	-6	-6	-5	9	-5	1.1	1	-2
COc1ccnc(Oc2ccc(C)cc2C)c1C#N	6	1	3	16	6	19	2.4	13	4
O=C(Nc1cccc(Cl)c1)OCc1cn(-c2ccccc2)nn1	-10	28	-2	16	-5	10	2.6	-6	-3
COc1ccc(OC)c(CCNC(=O)CCc2cn(C)c3ccccc23)c1	4	10	-1	-5	14	23	0.3	6	-8
Cc1nc(-c2cccc(NS(=O)(=O)c3ccccc3)c2)cs1	-12	20	0	23	8	30	1.1	25	1
O=C(O)CCC(=O)Nc1ccc(/C=C/C(=O)C2CC2)cc1	10	-18	-1	-34	-24	-4	-0.8	-12	-1
NC(=O)c1cc2ccc(O)cc2oc1=NCc1ccccc1	-16	-6	2	10	-11	3	-0.6	22	2
O=C(CSc1ccc(-c2ccncc2)nn1)c1ccc(Cl)cc1	-5	-4	-6	19	-10	-17	1.6	-11	-2
CC1CC(C)CN(CCCNC(=O)C2CCN(c3ncnc4c3sc3cccc(F)c34)CC2)C1 (stereo not given)	/	13	-5	56*	11	2	-0.6	13	-3
O=C(c1cc2ccccc2o1)N1CCN(c2ccccn2)CC1	-3	16	3	-4	-11	17	-0.1	20	-3
Cc1cc(CN(C)C(=O)C2CCC(=O)N(CCc3cccc(F)c3)C2)on1 (stereo not given)	10	7	3	16	1	8	2.3	5	-3
C=CCOc1ccc(/C=C2\SC(=S)N(N3CCOCC3)C2=O)cc1	12	22	-2	9	21	20	1.6	17	2
COc1cc(OC)cc(C(=O)Nc2nnc(Cc3ccc(OC)c(OC)c3)s2)c1	1	3	1	43	-8	0	1.1	9	-1
COc1ccc(CC(=O)NCCCc2ccccc2)cc1OC	1	-1	0	-39	-5	16	-0.8	23	1
CCCCN(C(=O)Nc1ccc(Cl)cc1)C1CCN(C(C)=O)CC1	-13	0	-2	-8	9	3	0.3	2	-2
O=C(NCc1ccco1)C1CCCN(S(=O)(=O)c2ccc(Br)cc2)C1 (stereo not given)	-1	27	0	1	-1	21	-1.5	9	-6

A portion taken from the entries so far, for reference:
smiles	CXCR6 inh	TIM10 inh	APJ agonist	Mdm2 MdmX PPI	APJ antag	tim23-1 inh	UPR CHOP act	tim10-1 inh	XBP1 UPR activ
COc1ccc(CC(=O)NCCCc2ccccc2)cc1OC	1	-1	0	-39	-5	16	-0.8	23	1
CCCCN(C(=O)Nc1ccc(Cl)cc1)C1CCN(C(C)=O)CC1	-13	0	-2	-8	9	3	0.3	2	-2
O=C(NCc1ccco1)C1CCCN(S(=O)(=O)c2ccc(Br)cc2)C1 (stereo not given)	-1	27	0	1	-1	21	-1.5	9	-6

(further entries)
smiles	CXCR6 inh	TIM10 inh	APJ agonist	Mdm2 MdmX PPI	APJ antag	tim23-1 inh	UPR CHOP act	tim10-1 inh	XBP1 UPR activ
Cc1ccc(CNC(=O)Cn2ncn3cccc3c2=O)cc1	0	-18	-2	7	8	-16	-2.3	-7	-2
COc1ccc(CN/C=C2\CCCCC2=O)cc1	1	3	-3	-20	-17	14	1.1	6	5
ClCCCc1cn(C[C@H]2CC[C@@H]([C@@H]3CC[C@H](Cn4cc(CCCCl)nn4)O3)O2)nn1	6	-8	1	-2	-8	5	-1.6	22	-1
CC[C@@H]1C(c2ccccc2)=NN(c2ccccc2)[C@H]1C(=O)N1CCOC1=O	1	10	/	9	/	48	1.1	22	-2
O=C(O)c1ccccc1-c1cn2cc(Cl)ccc2n1	2	10	-2	6	-16	-1	1.7	-4	-2
Cc1ccc(NC(=O)CSc2ncc3ccccn23)cc1C	6	19	-2	-15	13	23	2.8	10	1
CCN(CC)c1ccc(S(=O)(=O)N2CCCCC2)cc1NC(=O)C1CSC2(C)CCC(=O)N12 (stereo not given)	-6	3	-4	27	3	-5	1.1	-4	-1
COc1ccc(C(=O)CSc2nc3ccccc3n2CC(=O)NC(C)(C)C)cc1	2	-22	-3	25	14	-4	-1.9	4	0
CCCCN(C(=O)c1ccc(S(=O)(=O)N(C)C)cc1)c1ccccc1	0	3	-1	-21	1	21	-1.8	1	-1
O=C(NCc1cccnc1)c1ccc2c(c1)N(Cc1ccccc1)CCS2	-2	0	0	21	-2	32	0.7	14	-1
O=C(NN=C1CCN(Cc2ccccc2)CC1)c1ccccc1O	-7	13	-4	39	16	4	1.4	3	5
COC(=O)CCSc1nccn1Cc1ccccc1	1	12	-3	23	15	-11	-2.2	8	2
O=C(NC(c1ccccc1)c1ccccc1)c1ccc(Br)o1	7	6	0	14	-1	15	-0.9	6	-3
Cc1c(Cl)cccc1NC(=O)CCCN1C(=O)CCC1=O	-6	-9	-2	-2	-11	8	0.6	1	1
CC(C)(CNC(=O)c1ccc(Br)o1)CNC(=O)c1ccc(Br)o1	0	12	4	15	10	29	-0.3	12	-1
Clc1ccc2c(NNc3ccccc3Cl)ccnc2c1	-4	9	0	39	-8	-16	-1.2	15	-1
CCOc1cc(/C=N\NC(=O)c2ccc(C)nc2)cc([N+](=O)[O-])c1O	10	10	-3	-27	15	12	0.0	7	0
Cc1ccc(CNc2ccc(S(=O)(=O)N3CCOCC3)cc2[N+](=O)[O-])cc1	12	7	-1	3	17	27	-0.3	17	-2
Cc1ccc2nc(SCC(=O)Nc3c(C)n(C)n(-c4ccccc4)c3=O)[nH]c2c1	-4	3	-3	8	16	2	2.3	2	-3
CCOc1cc(CNCCCN2CCOCC2)ccc1OCC(=O)Nc1cccc2ccccc12	0	-49	-2	78*	9	-23	-0.1	-31	1

Continued.
smiles	CXCR6 inh	TIM10 inh	APJ agonist	Mdm2 MdmX PPI	APJ antag	tim23-1 inh	UPR CHOP act	tim10-1 inh	XBP1 UPR activ
COC(=O)Cn1cnc2c(C#N)c3n(c2c1=O)CCCC3	-3	-2	-3	-15	0	10	-1.5	-1	-2
O=C(CSc1nc2ccccc2c(=O)n1-c1ccc(F)cc1)Nc1ccc(Cl)c(S(=O)(=O)N2CCOCC2)c1	-16	15	-1	1	1	18	1.7	15	-2
COc1ccc(-c2nc3ccccc3c(=O)n2NC(=O)c2cccnc2Cl)cc1OC	-4	9	-3	-59	5	9	-0.5	14	-4
CCc1sc(C(=O)N2CCN(C(=O)c3ccccc3)CC2)cc1C	6	-10	-3	-11	1	-2	6.9	-12	-2
CC(=O)N1CCc2c(sc(NC(=O)CN3C(=O)c4ccccc4C3=O)c2C(N)=O)C1	1	-9	-4	-6	15	8	0.1	9	-1
CCOc1ccc(S(=O)(=O)N2CCOCC2)cc1NC(=O)CSCC(=O)Nc1ccc(C)cc1	6	8	-2	15	7	1	1.8	0	-6
Fc1ccc(CNC(=S)Nc2cccc(Cl)c2)cc1	-14	38	2	4	-5	50*	-1.2	48*	-2
O=C(c1cc(-c2ccncc2)nc2ccccc12)N1CCN(c2ncccn2)CC1	0	5	3	22	11	3	-1.1	3	-4
COc1ccc(NC(=O)NC(C)c2ccccc2)cc1 (stereo not given)	11	-3	-3	2	1	2	0.0	11	0

Only part of the results is shown; rates above refer to the full screens.
